NOD1 NF-kB reporter: inhibition of NOD1-driven NF-kB reporter – cell-based, luminescence, uHTS, primary screen (AID 1578); NOD1-driven NF-kB luciferase reporter cells, luminescence; higher % means a stronger effect; inhibition, % at 4 µM; hits with a dose series show EC50 in µM; 290,000 compounds, 1% hits; in the data active means inhibition mostly above about 36%, no sharp cut-off; inactive means mostly below about 34%;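 further: HEK-293T reporter cells stimulated with the NOD1 agonist gamma-tri-DAP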
KOR beta-arrestin-1: kappa opioid receptor blockers – cell-based, luminescence, uHTS (AID 1778) | KOR beta-arrestin recruitment, luminescence, antagonist mode; higher % means a stronger effect | inhibition, % at 10 µM; hits with a dose series show IC50 in µM | 290,000 compounds, 0.091% hits; further: strong numbers were not always called active
NOD2 inhibition: inhibition of NOD2-driven NF-kB reporter – cell-based, luminescence, uHTS, HEK293 (AID 1566); HEK293 NOD2/NF-kB luciferase reporter, luminescence; higher % means a stronger effect; inhibition, % at 4 µM; hits with a dose series show EC50 in µM; 290,000 compounds, 0.63% hits; further: many of its hits are not listed in these tables
Yfh1-off respiration: mitochondrial function rescue without frataxin homolog – Friedreich's ataxia, plus single-dose screen, dose response (AID 1465); S. cerevisiae Yfh1-off respiration, WST-1 reduction, 72 h; higher fold induction means a stronger effect; one-dose fold induction at 50 µM; EC50 in µM for titrated hits; 220,000 compounds, 0.074% hits;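 active means fold induction of absorbance versus untreated yeast above a set limit, then at least 30% activation at any dose in follow-up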;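 further: activators that raise dye reduction in frataxin-depleted yeast; strong numbers were not always called active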
NTR1 ag: agonists of NTR1, primary screen, imaging, U2OS cells, beta-arrestin-GFP, high content (AID 493036); P30989; NTR1-U2OS beta-arrestin-GFP spot imaging, agonist mode; activation, % at 20 µM; 330,000 compounds, 0.17% hits;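 active means activation at or above 40% of the spot to cytoplasm intensity ratio, with at least 20 cells analyzed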;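 further: 0% = DMSO without peptide and 100% = 100 nM NTR1 peptide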
Target sequence (P30989 whole entry, looked up): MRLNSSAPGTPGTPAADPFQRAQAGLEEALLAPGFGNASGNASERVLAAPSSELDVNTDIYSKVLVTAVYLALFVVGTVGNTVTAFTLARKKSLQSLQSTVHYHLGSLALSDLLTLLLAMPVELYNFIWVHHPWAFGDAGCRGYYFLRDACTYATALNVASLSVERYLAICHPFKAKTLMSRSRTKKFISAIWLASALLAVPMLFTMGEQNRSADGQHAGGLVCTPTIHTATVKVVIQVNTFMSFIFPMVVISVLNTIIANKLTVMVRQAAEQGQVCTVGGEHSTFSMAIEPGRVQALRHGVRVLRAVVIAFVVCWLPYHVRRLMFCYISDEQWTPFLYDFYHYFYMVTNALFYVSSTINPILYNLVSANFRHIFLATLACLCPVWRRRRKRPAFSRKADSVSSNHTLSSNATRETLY
ER stress rescue: protection against thapsigargin-triggered cell killing – 384-well, CSM14.1, ATP luminescence, primary screen (AID 1222). 190,000 tested, under 10 active. cellular ATP content (survival), % at 20 µM; hits with a dose series show EC50 in µM. CSM14.1 thapsigargin-induced death rescue, ATP luminescence; higher % means a stronger effect;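 active means EC50 below 50 µM in the dose-response confirmation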;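 further: death triggered by thapsigargin at about 15 µM added after 2 h compound pretreatment; cell ATP read after overnight thapsigargin exposure of roughly 18 to 22 hours; normalized against plate controls of thapsigargin alone and 5% DMSO vehicle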
GPR55 activation: GPR55 agonists via beta-arrestin recruitment, primary screen, imaging, U2OS cells, beta-arrestin-GFP redistribution (AID 1961). U2OS GPR55 beta-arrestin-GFP redistribution imaging; higher % means a stronger effect. one-dose activation, % at 10 µM; EC50 in µM for titrated hits. 290,000 compounds, 0.048% hits;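 active means activation above 40% with more than 50 cells counted in the well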;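 further: U2OS osteosarcoma cells stably expressing GPR55 and beta-arrestin-GFP; plate controls were DMSO negative control for no effect and LPI positive control for full effect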
KOR beta-arrestin-2: kappa opioid receptor activators – cell-based, luminescence, uHTS, primary screen (AID 1777); KOR beta-arrestin recruitment, luminescence; higher % means a stronger effect; one-dose activation, % at 10 µM; EC50 in µM for titrated hits; 280,000 compounds, 0.02% hits; in the data active means activation above about 50%, passing the limit was not always enough; further: a part of the inactive calls stands beside numbers as strong as those of hits
TNAP activators: stimulation of alkaline phosphatase TNAP activity – biochemical, luminescent, no phosphate acceptor, uHTS, primary screen (AID 1001). purified TNAP, luminescent activation assay, no phosphate acceptor; higher activation fold means a stronger effect. 200,000 compounds, 0.03% hits. one-dose activation fold at 20 µM; EC50 in µM for titrated hits; in the data active means activation fold from about 3, or a potency from the dose series; inactive means the rest, 99 in 100 with activation fold below about 1.6; further: many of its hits are not listed in these tables
NTR1 ag cell count 20 µM: recorded beside NTR1 ag, whose call it bears; cell count; measured here: cell count, cytotoxicity flag
* marks the source's active call; other numbers are inactive results; i = inactive; nt = no result given; [ ] = another dose, or the depositor's remark. Unless noted, no stated cut-off is given here; in the data, active means inhibition above about 50%; inactive means the rest. The list is partial, so the mix of outcomes need not match the whole.

cpd	mol	GPR55 activation	Yfh1-off respiration	NTR1 ag cell count 20 µM	KOR beta-arrestin-1	NOD2 inhibition	NTR1 ag	KOR beta-arrestin-2	TNAP activators	NOD1 NF-kB reporter	ER stress rescue
1	CC1(C)Cc2cccc(OCC(=O)N3CCN(S(=O)(=O)c4ccccc4)CC3)c2O1	0.3%	i	95	-24%	-8%	-0.4	0.8%	1	-5%	-0.3%
2	C=C(C)CSc1nc2sc3c(c2c(=O)n1C1CCCCC1)CCN(C)C3	0.2%	i	54	-9%	8%	3.7	3.5%	nt	-6%	nt
3	O=C(O)c1c2c(nc3ccc(S(=O)(=O)N4CCC(C(=O)N5CCCCC5)CC4)cc13)CCCC2	-0.1%	i	100	5%	-5%	0.0	-0.2%	1.1	-13%	-0.7%
4	O=C(c1ccco1)N1CCN(Cc2ccc(Br)cc2)CC1	0.0%	nt	66	-4%	17%	0.5	-2.6%	nt	-4%	nt
5	CCOc1ncccc1C(=O)NCCc1ccc(S(N)(=O)=O)cc1	-0.3%	nt	50	-2%	-12%	-0.1	-5.3%	nt	-25%	nt
6	COc1ccc(N2CCN(C(C)C(=O)Nc3nnc(C)s3)CC2)cc1 (stereo not drawn)	0.2%	i	96	-9%	8%	-2.8	-1.4%	1.1	-41%	-0.1%
7	COc1ccccc1C(CC(N)=O)c1ccco1 (stereo not drawn)	0.1%	i	47	-25%	1%	0.3	0.6%	1	-1%	-1.3%
8	Cc1ccc(S(=O)(=O)N2CCc3ccccc3C2CN2C(=O)c3ccccc3C2=O)cc1 (stereo not drawn)	-0.3%	i	72	-14%	4%	2.2	0.8%	1	-14%	-0.5%
9	Cc1cc2c(cc1C)CSC(c1ccc3ccccc3c1O)SC2	0.2%	i	90	-24%	-19%	10	10%	1	-2%	-1.5%
10	Cc1ccccc1C1CC(c2ccccc2)Nc2ncnn21 (stereo not drawn)	-0.1%	i	38	-24%	1%	-0.1	4.2%	1.1	18%	-0.6%
11	O=C(COC(=O)c1n[nH]c2ccccc12)NC(=O)NC1CCCCC1	-1.0%	i	69	13%	16%	6.6	2.8%	0.9	7%	1.2%
12	Cc1ccc(C(=O)CSc2nnc(-c3ccco3)n2C)cc1	-0.1%	i	27	-17%[20 µM]	-8%	-1.2	-7.6%	1.1	-24%	2.0%
13	CCC12CN(S(=O)(=O)c3ccc(C)cc3)CC(CC)(CN(S(=O)(=O)c3ccc(C)cc3)C1)C2=O	0.3%	i	50	-37%	3%	1.5	5.9%	1	10%	-4.2%
14	CC1CCCCN1C(=O)Cn1cnc2cc([N+](=O)[O-])ccc2c1=O (stereo not drawn)	0.7%	i	62	-13%	-3%	-0.3	0.9%	1.1	-35%	1.0%
15	C/C(=N\N=C1\NC(=O)C(CC(=O)O)S1)c1ccccn1 (stereo not drawn)	0.6%	i	72	-13%	-2%	0.8	1.1%	nt	-5%	nt
16	COc1ccccc1CNC(=O)COC(=O)c1cnccn1	-0.2%	i	38	-8%	7%	-2.4	5.5%	1.1	2%	0.1%
17	O=C1CCCc2c1[nH]c1c(Br)cccc21	-0.2%	i	66	-35%	1%	1.3	1.7%	1.2	-16%	-2.3%
18	CCCC[C@@H]1CNC(=S)N1CCC12CC3CC(CC(C3)C1)C2	-0.1%	i	78	4%	-6%	30	4.1%	1	-25%	-1.5%
19	CC1=C(C(=O)OC(C)C)C(c2ccc(Br)s2)NC(=O)N1 (stereo not drawn)	-0.2%	i	44	-69%	3%	1.7	1.6%	1.1	-2%	-2.1%
20	COc1ccc(S(=O)(=O)NCC2CCCN(C(=O)CCSC)C2)cc1 (stereo not drawn)	0.2%	nt	47	-8%	23%	-0.8	-2.0%	nt	-13%	nt
21	COC(=O)C1=C(C)N(Cc2ccccc2)C(=NCCc2cccnc2)N[C@H]1c1ccccc1	0.4%	nt	92	-45%[20 µM]	4%	0.2	1.0%	nt	-13%	nt
22	NC(=O)CSc1nc(C23CC4CC(CC(C4)C2)C3)nc2ccccc12	-0.1%	i	42	9%	-74%	26	-1.0%	1.1	58%*	-0.8%
23	CN(C)CCN(C(=O)c1ccc(S(=O)(=O)N2CCCC2)cc1)c1nc2ccc(Br)cc2s1	1.4%	nt	55	8%	4%	-1.4	0.4%	nt	-16%	nt
24	CCNC(=S)N1CCN(Cc2ccccc2)CC1	-0.2%	i	80	8%	7%	-1.5	-2.2%	1.1	-34%	0.7%
25	N#C/C(=C\c1c(N2CCC(C(N)=O)CC2)nc2ccccn2c1=O)C(=O)NCc1ccco1	-0.1%	i	73	-6%	15%	0.2	-1.2%	1	-21%	-0.7%
26	Cc1ccc(OCCCC(=O)Nc2nc3ccccc3[nH]2)cc1	0.2%	i	48	-25%	-4%	0.3	-2.7%	1.3	-50%	-1.6%
27	O=C(Nc1ccc2c(c1)CCC2)c1ccccc1Br	0.1%	i	31	6%	-136%	-0.8	2.8%	1	-44%	-1.1%
28	C=CCSc1nc2c(c(=O)[nH]c(=O)n2C)n1C(C)C	-0.1%	i	66	-67%	3%	-0.5	3.3%	1.1	9%	nt
29	COc1cc2c(cc1OC)/C(=C/C(=O)c1ccc(OC)c([N+](=O)[O-])c1)NCC2	-0.2%	nt	84	21%	28%	5.2	3.1%	nt	-2%	nt
30	Cc1cccc(C)c1NC(=O)C1c2cccc[n+]2CC(=O)N1Cc1ccc2c(c1)OCO2 (stereo not drawn)	0.8%	i	91	1%	-15%	-0.9	-3.6%	1.1	-22%	0.4%
31	CC(=O)Nc1ccc(NS(=O)(=O)c2ccc(CN3C(=O)c4cccnc4C3=O)cc2)cc1	-0.1%	nt	72	-7%	-19%	-0.1	-4.9%	nt	23%	nt
32	CN(C)c1ccc(C(=O)C(O)c2ccccc2)cc1 (stereo not drawn)	0.0%	i	78	-48%	13%	-1.2	-0.5%	1.1	-30%	-0.8%
33	COC(=O)c1cc(/C=C/c2ccccc2)on1	-0.1%	i	37	-12%	13%	1.2	1.1%	0.9	40%	-1.0%
34	O=C(OC1CCCCC1=O)c1cccc(S(=O)(=O)NCc2ccccc2)c1 (stereo not drawn)	-0.1%	i	30	-22%	0%	-0.2	3.1%	1.1	-30%	-1.1%
35	COc1ccc(C(C(=O)NC2CCCCC2)N(CC2CCCO2)C(=O)CCCC(=O)Nc2ccccn2)cc1 (stereo not drawn)	0.6%	nt	48	-23%	17%	-0.8	1.8%	nt	-22%	nt
36	CCN(CC)CCNC(=O)CCCCn1c(=S)[nH]c2c([nH]c3ccc(OC)cc32)c1=O	0.0%	i	70	26%	7%	-1.2	-1.9%	1	-1%	-1.7%
37	Cc1ccc(C(=O)NCC#N)cc1	0.1%	i	73	-4%	11%	1.1	0.4%	1.1	-26%	-1.3%
38	CC1=C(C(=O)N2CCCC(N3CCN(c4ccccc4C)CC3)C2)OCCO1 (stereo not drawn)	0.3%	nt	64	-22%	4%	1.2	-5.4%	nt	-21%	nt
39	CC1(C)Cc2c(c(N3CCOCC3)nc3sc(C#N)c(N)c23)CS1	-0.2%	i	83	-3%	-4%	3.9	2.2%	1.1	-16%	-0.6%
40	CNc1ccccc1C(C)(C)c1cc(-c2cccc(Br)c2)no1	-0.6%	i	33	-15%	13%	0.4	-0.2%	1.2	19%	-1.4%
41	COc1cc(CO)cc(Br)c1OCc1cccnc1	-0.2%	i	83	-11%	7%	-0.1	5.3%	1.1	-3%	2.1%
42	CCCCN(C(=O)CCC(=O)Nc1cc(C)on1)C(C(=O)NC(C)(C)C)c1cccc(OC)c1OC (stereo not drawn)	-0.3%	i	52	-25%	20%	-0.2	-1.6%	1.1	-24%	2.1%
43	CCc1cc(=O)oc2cc(OCC(=O)O)c(Cl)cc12	0.5%	i	73	-16%	5%	1.4	-1.0%	1.1	1%	-2.2%
44	c1ccc(Nc2nc(-c3ccccn3)cs2)cc1	0.0%	i	96	21%	-96%	1.1	-0.4%	1.1	-6%	-0.5%
45	CCC(C)N1C(=O)N(c2cccc(Cl)c2)C(C)(O)CC1(C)C (stereo not drawn)	-0.1%	nt	75	10%	0%	-0.9	-5.3%	nt	-3%	nt
46	O=S(=O)(NCC1CCN(Cc2ccccc2)CC1)c1ccccc1C(F)(F)F	0.2%	nt	49	-2%	-15%	-0.4	-2.7%	nt	-11%	nt
47	COc1ccc(/C=N/n2cnnc2)cc1Oc1nc(Cl)ncc1F	0.6%	i	62	-6%	11%	-0.3	-1.7%	1.1	-7%	-2.2%
48	O=C(c1cccc(Cl)c1)N1CCN(Cc2ccccc2)CC1	-0.2%	nt	49	-23%	10%	0.4	-1.1%	nt	20%	nt
49	CC(C)n1cc(/C(N)=N/O)c(=O)n(Cc2ccccc2)c1=O	-0.1%	i	61	22%	2%	0.0	nt	nt	-5%	nt
50	CCCNC(=O)c1n[nH]c(=O)c2ccccc12	-0.2%	i	43	-51%	-16%	-1.0	9.7%	1.1	-12%	-1.4%
51	COc1ccccc1NC(=S)NCc1ccccc1Cl	-0.4%	nt	64	-36%[20 µM]	12%	0.3	0.4%	nt	-32%	nt
52	CC(=O)N1CCc2cc(S(=O)(=O)NCCCN3CCCCC3)ccc21	0.0%	nt	68	1%	25%	0.7	-0.7%	nt	-5%	nt
53	Cc1ccc(N(Cc2ccc(C(=O)NC3CCCCC3)cc2)S(C)(=O)=O)cc1C	-0.1%	i	78	-16%	-6%	-0.5	7.9%	1	16%	-3.5%
54	COc1ccc(CC(=O)Nc2cccc(C)n2)cc1OC	-0.3%	i	84	-3%	0%	-0.4	0.8%	1.1	-19%	-1.4%
55	CCOc1ccccc1-n1c(SCC(=O)N2CCCC2)nnc1-c1ccoc1C	-0.1%	i	48	-1%	2%	1.2	-0.3%	1.1	18%	2.2%
56	Cc1ccc(NS(=O)(=O)c2ccc3c(c2)CCN3C(=O)CCC(=O)O)cc1Cl	0.2%	nt	96	28%	-13%	-1.0	-1.3%	nt	-1%	nt
57	Cc1ccc(C(=O)Nc2ccc(S(=O)(=O)N3CCCC3)cc2)s1	0.3%	i	54	9%	2%	3.8	-2.0%	1.1	10%	-1.8%
58	O=C(NCCN1CCN(S(=O)(=O)c2ccccc2)CC1)C(=O)Nc1ccc(F)cc1	1.2%	nt	43	15%	2%	0.1	5.7%	nt	-14%	nt
59	Cc1ccc(C)n1-c1ccc(C(=O)Nc2ccccc2)cc1	0.2%	i	78	35%	-19%	-0.5	8.5%	1.1	-26%	26%

Screens: PubChem BioAssay, several laboratories
